PostGolgi yeast – phenotypic screen on post-Golgi transport, primary screen | post-Golgi transport phenotypic cell assay | inhibition, % at 10 µM | hit rate 0.9% among 98,000;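 also: yeast cells grown in 1536-well plates; yeast grown about 18 h at 30C before absorbance read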
FAK inh – FAK kinase inhibitors, primary screen, biochemical. Focal adhesion kinase 1 (Homo sapiens), Q05397. inhibition, %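 (tested at 7 µM)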. biochemical FAK kinase activity assay. hit rate 0.84% among 97,000. AID 727, 2007; in the data active = inhibition above about 19%;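 also: 0% = DMSO and 100% = reference compound high control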
Target sequence (Q05397 whole entry, looked up): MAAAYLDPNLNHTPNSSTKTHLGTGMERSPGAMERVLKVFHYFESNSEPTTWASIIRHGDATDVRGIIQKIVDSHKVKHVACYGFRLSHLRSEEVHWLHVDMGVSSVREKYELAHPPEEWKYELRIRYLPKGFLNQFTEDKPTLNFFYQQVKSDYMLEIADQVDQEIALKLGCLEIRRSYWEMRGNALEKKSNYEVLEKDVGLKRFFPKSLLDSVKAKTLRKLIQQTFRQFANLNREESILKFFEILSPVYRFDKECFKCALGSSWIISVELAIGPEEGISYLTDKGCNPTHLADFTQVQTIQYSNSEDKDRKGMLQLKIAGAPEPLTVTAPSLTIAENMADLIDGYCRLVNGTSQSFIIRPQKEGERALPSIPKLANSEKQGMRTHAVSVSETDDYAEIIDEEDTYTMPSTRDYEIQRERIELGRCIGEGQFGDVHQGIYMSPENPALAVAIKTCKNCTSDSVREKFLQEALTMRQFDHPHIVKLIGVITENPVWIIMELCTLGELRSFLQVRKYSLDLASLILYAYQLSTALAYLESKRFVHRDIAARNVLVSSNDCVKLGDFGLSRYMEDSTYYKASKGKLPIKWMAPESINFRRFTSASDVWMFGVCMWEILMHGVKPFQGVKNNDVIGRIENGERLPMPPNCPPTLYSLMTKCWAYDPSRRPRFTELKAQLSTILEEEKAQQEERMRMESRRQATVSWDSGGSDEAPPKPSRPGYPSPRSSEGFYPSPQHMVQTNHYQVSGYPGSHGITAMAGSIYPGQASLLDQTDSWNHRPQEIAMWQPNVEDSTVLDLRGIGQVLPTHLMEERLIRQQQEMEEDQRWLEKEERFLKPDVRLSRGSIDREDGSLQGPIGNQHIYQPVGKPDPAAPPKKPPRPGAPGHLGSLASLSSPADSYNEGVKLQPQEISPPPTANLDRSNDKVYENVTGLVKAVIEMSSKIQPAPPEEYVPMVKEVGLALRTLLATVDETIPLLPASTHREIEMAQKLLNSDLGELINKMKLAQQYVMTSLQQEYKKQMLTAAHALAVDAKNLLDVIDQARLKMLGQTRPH
S1P2 blocker – human S1P2 receptor antagonists, primary screen, cell-based; AID 736, 2007; hit rate 0.21% among 97,000; cell-based S1P2 antagonist assay, inhibition at 5 uM; inhibition, % at 5 µM; Sphingosine 1-phosphate receptor 2 (Homo sapiens), O95136; in the data active = inhibition above about 45%;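 also: CRE beta-lactamase reporter cells expressing human S1P2 stimulated with S1P; 0% = agonist at EC80 alone and 100% = agonist plus reference antagonist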
PTPN22 act – LYP phosphatase activators, primary screen, biochemical, DiFMUP fluorescence, 2 µM. hit rate 0.11% among 96,000. Tyrosine-protein phosphatase non-receptor type 22 (Homo sapiens), Q9Y2R2. activation, % at 2 µM. recombinant LYP; 0 = plate median, 100 = signal doubled;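 active = activation at 2 µM above a set limit, the mean plus 5 SD, cut at about 37% in these data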
S1P2 ag – S1P2 receptor agonists, primary screen, cell-based | S1P2-expressing cell line, agonist reporter read-out | activation, % at 4.5 µM | hit rate 0.46% among 97,000; in the data active = activation above about 16%;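 also: 0% = vehicle low control and 100% = maximal reference agonist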
EphB4 ephrin blk – EphB4-ephrin-B2 interaction antagonists, primary screen, biochemical, TNYL-RAW peptide probe, fluorescence polarization. AID 720, 2007. EphB4 LBD / TNYL-RAW-Alexa532 peptide. Ephrin type-B receptor 4 (Homo sapiens), P54760. inhibition, % at 7 µM. hit rate 0.15% among 97,000;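 active = inhibition above the screen-wide mean inhibition plus 3 SD, cut at about 15% in these data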;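 also: 0% = DMSO wells and 100% = excess unlabeled TNYL-RAW peptide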
PostGolgi ctrl – growth inhibition of yeast control strain, primary screen, counter-screen for post-Golgi transport modulator project; efflux-deficient yeast background strain, growth absorbance A615, 16 h; inhibition, % at 10 µM; hit rate 5% among 98,000
Rev-RRE block – HIV-1 Rev-RRE binding inhibitors, primary screen, biochemical, FRET, protein-RNA interaction. P05866. Rev peptide-RRE RNA binding. inhibition, % at 8 µM. hit rate 0.79% among 97,000. AID 704, 2007;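 active = inhibition above the screen-wide mean plus 3 SD, cut at about 35% in these data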;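 also: 0% = median DMSO wells and 100% = median Neomycin B control wells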
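Probe or stimulus: fluorescein-Rev peptide as binding partner; assay system: Cy5-tagged RRE RNA duplex with fluorescein-tagged Rev peptide; timing: 5 min compound–RNA preincubation, then 15 min with peptide, 25 °C; medium: HEPES pH 7.5 buffer with KCl, MgCl2, NaCl and EDTA; signal: fluorescein-to-Cy5 FRET, 480 nm excitation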
LYP inh 2 – PTPN22 phosphatase inhibitors, primary screen, biochemical, DiFMUP fluorescence, 2 µM; Tyrosine-protein phosphatase non-receptor type 22 (Homo sapiens), Q9Y2R2; recombinant LYP catalytic domain; inhibition, % at 2 µM; hit rate 0.21% among 96,000; AID 640, 2007;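 active = inhibition at 2 µM at or above a set limit, the screen mean plus 3 SD, cut at about 24% in these data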;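 also: 0% = DMSO with enzyme and 100% = enzyme fully blocked by orthovanadate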
An asterisk follows results filed as active; · = no result given. Rule as the data show it, unless noted: active = inhibition above about 30%; inactive = the rest.

| structure | PostGolgi yeast | FAK inh | S1P2 blocker | PTPN22 act | S1P2 ag | EphB4 ephrin blk | PostGolgi ctrl | Rev-RRE block | LYP inh 2 |
| --- | --- | --- | --- | --- | --- | --- | --- | --- | --- |
| COc1ccc2c(c1)C(=O)CC(c1ccccc1F)O2 (stereo not drawn) | 2.9 | -0.3 | 0.1 | -2.2 | -2.6 | -2.5 | 16.8 | 7.0 | 1.2 |
| COc1ccc(NS(=O)(=O)c2ccc(O)c(C(=O)OCC(=O)N3CC(C)OC(C)C3)c2)cc1 (stereo not drawn) | -0.6 | -1.8 | 22.3 | 2.4 | -4.1 | -4.9 | 11.4 | 0.3 | -2.3 |
| COc1ccc(-c2cc(C(=O)OC3CCOC3=O)c3ccccc3n2)cc1 (stereo not drawn) | 4.2 | 3.3 | 6.7 | 4.5 | -4.8 | 8.0 | 2.1 | 16.0 | -2.6 |
| COc1ccc(CCNC(=O)C(C)OC(=O)c2ccco2)cc1OC (stereo not drawn) | -5.8 | 0.2 | -19.5 | -3.0 | 1.0 | -2.2 | 0.8 | 0.1 | 3.6 |
| O=C(CN1C(=O)CC(c2ccccc2)=Nc2ccccc21)NCc1ccccc1 | · | 0.2 | 10.3 | -3.3 | -6.8 | 6.2 | · | 9.1 | 4.2 |
| C=CCNC(=O)C1CC(=O)N(c2ccc(OCC(=O)Nc3ccc(OC)cc3)cc2)C1 (stereo not drawn) | 13.0 | 2.5 | -17.6 | 3.9 | -4.3 | -7.4 | 17.3 | -3.3 | -11.9 |
| CCCOC(=O)c1ccc(NC(=O)CCOc2ccccc2)cc1 | 21.6 | -1.2 | -4.8 | -2.1 | -6.0 | 4.6 | 4.4 | 14.6 | 2.1 |
| CC1=C(C(=O)Nc2ccccc2)C(c2ccco2)n2ncnc2N1 (stereo not drawn) | 2.7 | -2.3 | 13.1 | -3.5 | -0.3 | 6.5 | -0.8 | 7.5 | 2.1 |
| Cc1ccc(NC(=S)NNC(=S)NCc2ccccc2)cc1 | -7.5 | -0.4 | -9.6 | -4.4 | -9.3 | 5.2 | 10.7 | -2.3 | 7.7 |
| Cc1cc(NC(=O)c2cnn3cccnc23)n(-c2ccccc2)n1 | -7.0 | 20.4* | -35.2 | 5.0 | 5.8 | 1.8 | 2.5 | 6.2 | -3.3 |
| C=CCc1cc(/C=N\NC(=O)CSc2nnc(CCCc3ccc(OC)c(C)c3)o2)cc(OC)c1O | -5.8 | 0.3 | -19.3 | 10.5 | -4.4 | 0.8 | -1.5 | 6.7 | -13.8 |
| COc1cc(C)nc2nc(SCc3ccccc3)nn12 | 3.6 | -1.9 | -5.7 | 1.5 | -3.0 | -5.5 | 3.9 | 1.2 | -4.1 |
| COc1ccc2nc(NC(=O)Cn3cnc4c(=O)n(C)c(=O)n(C)c43)sc2c1 | -14.7 | 0.8 | -4.3 | 0.1 | -8.2 | -8.7 | 4.2 | -1.5 | 1.6 |
| Cc1ccc(C(=O)Cn2nnc(-c3ccccc3-n3cnnn3)n2)cc1 | -3.9 | -2.1 | -8.0 | 9.0 | -2.9 | -6.0 | 7.8 | 0.8 | -11.6 |
| CN(C(=O)CSc1nnc(Cc2ccccc2F)n1N)C1CCS(=O)(=O)C1 (stereo not drawn) | 0.6 | -0.9 | 13.0 | -1.0 | -1.2 | 2.9 | -0.6 | 5.5 | -0.3 |
| N#CC1=C(SCC(=O)NC2CC2)NC(=O)C(C#N)C12CCCCC2 (stereo not drawn) | 2.0 | -5.4 | -9.6 | 9.2 | -3.1 | -3.6 | 3.5 | -3.5 | -8.6 |
| CCn1c(CCNC(=O)c2cccs2)nnc1SCC(=O)c1ccc(OC)cc1 | · | 1.5 | 13.6 | -9.0 | -7.7 | 4.8 | · | 5.5 | 6.4 |
| COc1ccc(NC(C)=O)cc1NC(=O)CSc1nnc(-c2ccccc2)n1N | 11.0 | -0.8 | 15.0 | -8.8 | -6.3 | 3.1 | 3.5 | 7.9 | 10.3 |
| COC(=O)Oc1c(Br)c(=O)oc2ccccc12 | -2.2 | 1.7 | -19.4 | 5.2 | 2.8 | -3.5 | 1.3 | 2.2 | -0.9 |
| Nc1nc(SCC(=O)NC2CCCCC2)[nH]c(=O)c1-c1ccccc1 | -3.8 | -1.6 | 3.5 | -6.8 | -7.0 | -0.8 | -9.6 | 4.0 | 8.5 |
| O=c1c2ccccc2nnn1CSc1nnc(Nc2ccccc2)s1 | -4.2 | 1.3 | 22.1 | -2.5 | -6.7 | 3.1 | 18.4 | 5.3 | 0.7 |
| COc1ccc(C2=NN(C(=O)c3cccc([N+](=O)[O-])c3)C(c3cccc([N+](=O)[O-])c3)C2)cc1 (stereo not drawn) | 9.9 | -0.1 | -3.6 | -3.8 | -5.1 | 4.9 | -3.4 | 4.3 | 8.1 |
| COc1ccc(-c2c[n+]3c4n2CCCCC4=C(c2ccc(Br)cc2)C3)cc1 | -4.5 | 11.2 | 14.4 | -1.7 | -5.6 | 0.1 | 8.4 | 15.8 | 1.0 |
| CC(=O)Oc1ccc(-c2csnn2)cc1 | 1.7 | -4.0 | 7.3 | -1.9 | -3.9 | 3.3 | 5.0 | 5.8 | 4.1 |
| CCOc1cc(CNc2cccc3ccccc23)cc(Br)c1OCC(=O)NC(C)(C)C | -1.3 | -2.6 | 7.8 | -5.9 | -6.2 | 4.0 | 3.3 | 3.2 | 4.6 |
| CN1CCN(c2ncccc2S(=O)(=O)N2CCCCC2)CC1 | · | -0.5 | -8.3 | 2.3 | -4.3 | -1.7 | · | 3.0 | -2.7 |
| N/C(COc1cccc(Cl)c1)=N\NS(=O)(=O)c1ccccc1 | -3.0 | 0.7 | 13.8 | 5.6 | -1.8 | -5.2 | 6.1 | 4.0 | -4.0 |
| O=C(CSc1nc2ccsc2c(=O)n1NC(=O)c1ccccc1)NCc1ccco1 | 1.4 | 4.9 | -17.8 | -11.6 | -9.7 | 7.1 | 3.3 | 0.8 | 10.2 |

Retrieved one by one from the list above (two):
| structure | PostGolgi yeast | FAK inh | S1P2 blocker | PTPN22 act | S1P2 ag | EphB4 ephrin blk | PostGolgi ctrl | Rev-RRE block | LYP inh 2 |
| --- | --- | --- | --- | --- | --- | --- | --- | --- | --- |
| COc1ccc(NC(C)=O)cc1NC(=O)CSc1nnc(-c2ccccc2)n1N | 11.0 | -0.8 | 15.0 | -8.8 | -6.3 | 3.1 | 3.5 | 7.9 | 10.3 |
| COc1ccc2nc(NC(=O)Cn3cnc4c(=O)n(C)c(=O)n(C)c43)sc2c1 | -14.7 | 0.8 | -4.3 | 0.1 | -8.2 | -8.7 | 4.2 | -1.5 | 1.6 |

In the list so far, these contain a halogen:
| structure | PostGolgi yeast | FAK inh | S1P2 blocker | PTPN22 act | S1P2 ag | EphB4 ephrin blk | PostGolgi ctrl | Rev-RRE block | LYP inh 2 |
| --- | --- | --- | --- | --- | --- | --- | --- | --- | --- |
| COc1ccc2c(c1)C(=O)CC(c1ccccc1F)O2 (stereo not drawn) | 2.9 | -0.3 | 0.1 | -2.2 | -2.6 | -2.5 | 16.8 | 7.0 | 1.2 |
| CN(C(=O)CSc1nnc(Cc2ccccc2F)n1N)C1CCS(=O)(=O)C1 (stereo not drawn) | 0.6 | -0.9 | 13.0 | -1.0 | -1.2 | 2.9 | -0.6 | 5.5 | -0.3 |
| COC(=O)Oc1c(Br)c(=O)oc2ccccc12 | -2.2 | 1.7 | -19.4 | 5.2 | 2.8 | -3.5 | 1.3 | 2.2 | -0.9 |
| COc1ccc(-c2c[n+]3c4n2CCCCC4=C(c2ccc(Br)cc2)C3)cc1 | -4.5 | 11.2 | 14.4 | -1.7 | -5.6 | 0.1 | 8.4 | 15.8 | 1.0 |
| CCOc1cc(CNc2cccc3ccccc23)cc(Br)c1OCC(=O)NC(C)(C)C | -1.3 | -2.6 | 7.8 | -5.9 | -6.2 | 4.0 | 3.3 | 3.2 | 4.6 |
| N/C(COc1cccc(Cl)c1)=N\NS(=O)(=O)c1ccccc1 | -3.0 | 0.7 | 13.8 | 5.6 | -1.8 | -5.2 | 6.1 | 4.0 | -4.0 |

Bioassay records as filed in PubChem.

Outcome played no part in choosing rows. About 7% of those tested had a hit in this group.
